# BoNT-F LC inh: BoNT/F light chain protease inhibitors, primary screen, biochemical, flow cytometry, MLPCN library | Multiplex microsphere protease cleavage assay | Botulinum neurotoxin type F light chain protease (Clostridium botulinum) | 0.22% of 360,000 active | AID 588497, 2011 | inhibition, % at 10 µM; in the data active means inhibition above about 35%, passing the limit was not always enough; inconclusive means no clear call, values can overlap the other calls; further: plate controls were buffer without enzyme for full effect and enzyme alone for no effect
# UGM FP inh: M. tuberculosis UGM enzyme inhibitors, primary screen, biochemical, fluorescence polarization, single point. AID 504406, 2011. purified UGM, fluorescence polarization probe displacement. 0.06% of 320,000 active. inhibition, % at 10 µM. UDP-galactopyranose mutase (Mycobacterium tuberculosis (strain ATCC 25618 / H37Rv)), …; in the data active means inhibition above about 10%, passing the limit was not always enough; inconclusive means no clear call, values can overlap the other calls
# Target sequence (P9WIQ1 whole entry, looked up): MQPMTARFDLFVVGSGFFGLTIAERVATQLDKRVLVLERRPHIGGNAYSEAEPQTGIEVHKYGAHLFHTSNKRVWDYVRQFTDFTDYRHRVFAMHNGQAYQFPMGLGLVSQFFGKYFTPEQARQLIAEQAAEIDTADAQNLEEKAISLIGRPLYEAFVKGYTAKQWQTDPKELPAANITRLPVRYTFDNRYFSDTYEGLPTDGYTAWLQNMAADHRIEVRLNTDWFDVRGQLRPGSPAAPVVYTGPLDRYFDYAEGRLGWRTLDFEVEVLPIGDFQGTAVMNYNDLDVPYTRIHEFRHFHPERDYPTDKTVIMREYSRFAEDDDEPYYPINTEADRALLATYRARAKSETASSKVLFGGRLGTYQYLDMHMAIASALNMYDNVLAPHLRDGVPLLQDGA
# GDH-TPI counter: GDH-TPI coupling enzyme inhibitors, primary screen, artefact control for M. tuberculosis FBA inhibitor project, biochemical, absorbance, full deck | GDH-TPI coupled enzyme counterscreen, NADH absorbance | inhibition, % at 4.8 µM | 1.2% of 360,000 active | AID 588335, 2011; in the data active means inhibition above about 30%;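 further: 0% = DMSO wells and 100% = wells lacking the enzyme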
# FBA Mtb inh: Mtb FBA enzyme inhibitors, primary screen, biochemical, fluorescence, strain H37Rv; AID 588726, 2011; inhibition, % at 1 µM; Fructose-bisphosphate aldolase (Mycobacterium tuberculosis (strain ATCC 25618 / H37Rv)), …; 2.3% of 360,000 active; purified M. tuberculosis FBA, fluorescence read-out; in the data active means inhibition above about 27%;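 further: 0% = vehicle and 100% = reference inhibitor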
# Target sequence (P9WQA3 whole entry, looked up): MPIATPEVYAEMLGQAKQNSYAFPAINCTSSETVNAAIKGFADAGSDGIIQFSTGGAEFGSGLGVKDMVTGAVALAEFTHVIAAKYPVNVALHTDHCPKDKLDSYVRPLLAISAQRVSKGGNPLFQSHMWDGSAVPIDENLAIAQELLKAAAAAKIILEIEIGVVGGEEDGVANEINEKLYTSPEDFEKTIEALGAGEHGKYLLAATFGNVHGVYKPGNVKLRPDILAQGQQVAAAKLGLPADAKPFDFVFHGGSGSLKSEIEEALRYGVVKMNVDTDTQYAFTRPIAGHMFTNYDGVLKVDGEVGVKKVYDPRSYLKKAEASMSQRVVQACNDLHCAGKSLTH
# Mtb BioA inh: M. tuberculosis BioA enzyme inhibitors, primary screen, biochemical, plate reader, single point, HTS. 7,8-diaminopelargonic acid synthase BioA (Mycobacterium tuberculosis). purified M. tuberculosis BioA enzyme. inhibition, % at 9.99 µM. 0.096% of 360,000 active. AID 602481, 2012; in the data active means inhibition above about 40%; inconclusive means no clear call, values can overlap the other calls
# PrPC surface inh: inhibitors of human cell surface prion protein PrPC, primary screen, cell-based, TR-FRET | Major prion protein (Homo sapiens), P04156 | TR-FRET read-out | inhibition, % at 13.8 µM | 0.43% of 370,000 active | AID 720596, 2013; in the data active means inhibition above about 24%; further: 0% = median of the test wells and 100% = reference compound wells
# Rv3671c protease: Rv3671c serine protease inhibitors, primary screen, biochemical, fluorescence polarization, M. tuberculosis H37Rv; inhibition, % at 5.96 µM; AID 2606, 2010; 0.048% of 320,000 active; P9WHR9; in the data active means inhibition above about 38%;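 further: extracellular domain of Rv3671c used as enzyme; 0% = enzyme with DMSO and 100% = no enzyme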
# MazEF act: activators of E. coli MazEF toxin-antitoxin RNase, primary screen, biochemical, fluorescence, uHTS; Endoribonuclease toxin MazF (Escherichia coli (strain K12)), P0AE70; FAM/BHQ RNA-DNA oligo cleavage fluorescence, 5 h; activation, % at 20 µM; 0.32% of 350,000 active; in the data active means activation above about 50%
# Target sequence (P0AE70 whole entry, looked up): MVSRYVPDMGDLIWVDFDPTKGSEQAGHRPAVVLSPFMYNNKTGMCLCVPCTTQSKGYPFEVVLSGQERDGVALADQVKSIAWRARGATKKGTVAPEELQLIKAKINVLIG
# FadD28 binding: inhibitors of FadD28 bisubstrate probe binding, primary screen, biochemical, fluorescence polarization, single point; inhibition, % at 12.5 µM; Mycobacterium tuberculosis FadD28 fatty-acid-AMP ligase; AID 588549, 2011; 0.22% of 360,000 active; in the data active means inhibition above about 8.5%, passing the limit was not always enough; inconclusive means no clear call, values can overlap the other calls
# * hit, by the source's call; ? = inconclusive; · = no result given. An unsorted share of the library (roughly 4.8% active in at least one column).
SMILES,BoNT-F LC inh,UGM FP inh,GDH-TPI counter,FBA Mtb inh,Mtb BioA inh,PrPC surface inh,Rv3671c protease,MazEF act,FadD28 binding
Clc1ccc(Br)c(-c2nc3ccccc3[nH]2)c1,0,·,10,9,1.9,19,·,2,-2.0
Cc1ccc(C)c(S(=O)(=O)N2CCCCC2CCNC(=O)C(=O)NCc2ccco2)c1 (stereo not given),6,-0.1,6,-2,-6.4,3,-1,6,-3.4
COC(=O)C1C(c2ccccc2)C(C(=O)OCc2ccco2)C1c1ccccc1 (stereo not given),7,-0.1,1,-1,·,·,-11,-8,-0.6
O=C(COC(=O)c1ccc(NS(=O)(=O)c2ccc(F)c(F)c2)cc1)NCC1CCCO1 (stereo not given),-2,1.0,-7,-3,·,-2,4,-1,-2.9
COc1ccc(C2CC(c3ccccc3)=NN2c2ccc(/C=N/NC(=O)c3ccncc3)cc2)cc1 (stereo not given),-12,-1.1,2,-2,-1.5,2,-9,-30,-0.6
O=c1oc2ccccc2cc1-c1ccccc1,1,-0.4,17,31*,-2.6,-1,-4,4,-0.3
Cc1cccc(C)c1NCc1nnc(SCC(=O)Nc2nc(-c3ccccc3)cs2)n1-c1ccccc1,0,-0.1,-3,3,-1.7,-7,-12,-18,-5.4
O=[N+]([O-])c1ccc(/C=N/Nc2ccccn2)cc1,3,1.8,13,-3,-2.7,-18,0,20,-1.1
NC(=O)CSc1nc(C2CC2)nc2sc3c(c12)CCCC3,-4,2.0,-2,-2,·,8,6,10,0.0
CC(OC(=O)c1snc(C(=O)NC2CCCCC2)c1N)C(=O)NC1CCCCC1 (stereo not given),-19,4.0,12,1,·,-3,-1,-9,-1.5
Cc1ccccc1N=C1NC(=O)C(CO)(CO)S1,?,1.4,11,0,-1.5,-2,·,5,0.0
CC1CN(C(=O)CCNC(=O)c2ccccc2Cl)CC(C)O1 (stereo not given),·,-0.6,8,1,-0.4,-1,-7,13,-1.6
CC(C)(C)n1nnnc1C(c1ccc(C(F)(F)F)cc1)N(Cc1ccccc1)Cc1ccco1 (stereo not given),-6,3.7,-17,1,·,-10,-5,-1,-3.1
COc1cc(CN2CCN(CCc3ccccc3)C(CCO)C2)cc(OC)c1 (stereo not given),-3,-2.2,-3,0,·,-4,10,6,-3.1
O=C(Nc1nnc([C@H]2C[C@H](O)[C@@H](CO)O2)s1)Nc1ccccc1F,5,·,0,3,-0.5,9,·,·,0.2
CCOc1ccc(S(=O)(=O)N(CC)CC(=O)N2CCCC2)cc1,-2,-2.9,5,-1,-0.2,0,7,7,-0.8
CCCNC(=O)C(NS(=O)(=O)c1ccc2c(c1)c(=O)n(C)c(=O)n2C)c1ccccc1 (stereo not given),3,-0.6,4,1,-0.8,-1,6,5,0.1
CCn1c(NN)nc2sc3c(c2c1=O)CCC3,-7,1.0,1,-4,-1.2,-2,1,-2,-3.2
CCC[N+]1(CC#CC2(O)CCCCC2)CCOCC1,-2,-2.2,-4,3,·,-4,-2,-4,1.1
CCN(c1ccccc1)S(=O)(=O)c1ccc(OC)c(NC(=O)C2=NN(c3ccccc3)C(=O)CC2)c1,10,·,11,4,-2.6,3,·,-1,-0.3
CC(C)CC(NC(=O)C(NC(=O)C(Cc1ccc(OCc2ccccc2)cc1)NC(=O)OC(C)(C)C)C(C)C)C(N)=O (stereo not given),0,-1.5,-9,0,·,-4,-6,-5,-4.2
O=C(N/N=C/c1cc(Cl)cc([N+](=O)[O-])c1O)C1CC1,4,-0.3,8,-12,2.1,-10,15,5,-1.5
COc1ccc(Nc2nnc(SC(C(=O)Nc3cc(C)ccc3C)c3ccccc3)s2)cc1 (stereo not given),1,-5.2,18,2,-0.7,6,-4,8,-0.2
CC1CN(C(=O)CCC(=O)N2CCC3(CC2)OCCO3)c2cc(Cl)ccc2O1 (stereo not given),-3,-0.4,0,0,-2.1,0,3,-19,-2.2
CC1(C)CC(=O)c2cnc(N3CCc4ccccc43)nc2C1,·,4.3,7,2,·,6,-12,3,-1.8
Cc1ccc(C)c(OCCCCN2CCNCC2)c1C,?,3.2,9,0,-1.2,-3,-6,8,1.0
Cc1ccc(S(=O)(=O)NCC(c2ccco2)S(=O)(=O)c2ccccc2)cc1 (stereo not given),·,0.9,5,0,0.3,7,-5,3,-2.1
COc1ccc([C@@H]2C[C@H]3[C@@H](CN2S(=O)(=O)c2ccccc2)C(=O)C[C@@H](c2cccc4ccccc24)N3S(=O)(=O)c2ccc(C)cc2)cc1,-3,·,8,-2,-0.2,-2,·,-9,0.3
COc1ccc(OC)c(CNC(=O)CCC(=O)N2Cc3ccccc3Oc3ncccc32)c1,2,-1.8,6,0,7.1,3,1,7,-3.1
CCC(CC)c1nnc(NC(=O)C2CCN(C(=O)c3ccco3)CC2)s1,25,-2.1,-1,1,·,-1,-1,-21,-3.4
COc1ccccc1N(C)S(=O)(=O)c1ccc(Cl)c(C(=O)NCc2cccnc2)c1,5,-0.1,-9,2,-0.2,3,-3,-3,-3.4
N#Cc1ccc(CSc2nnc(NC(=O)C3CC(=O)N(c4ccc5c(c4)OCCO5)C3)s2)cc1 (stereo not given),2,-0.6,1,-3,·,·,-4,4,1.8
O=C(COc1ccccc1Cl)Nc1ccc(C(=O)O)cc1NC(=O)COc1ccccc1Cl,·,-0.2,8,5,0.2,1,-7,-1,-1.6
CCOC(=O)CC1=CCc2c1ccc(OC)c2OC,10,·,11,2,·,-7,·,10,-0.5
COc1ccc(NC(=O)C2CCN(S(=O)(=O)c3cccc4cccnc34)CC2)cc1OC,-3,-0.1,2,-1,0.9,8,7,·,-1.5
CC(C)C(NC(=O)c1ccc(S(=O)(=O)N2CCOCC2)cc1)c1nc2ccccc2[nH]1 (stereo not given),-3,0.0,-6,-2,1.8,10,-1,-6,1.6

# Laid out differently: two of the compounds above.
Molecule: COc1ccc(OC)c(CNC(=O)CCC(=O)N2Cc3ccccc3Oc3ncccc32)c1
  BoNT-F LC inh: 2; UGM FP inh: -1.8; GDH-TPI counter: 6; FBA Mtb inh: 0; Mtb BioA inh: 7.1; PrPC surface inh: 3; Rv3671c protease: 1; MazEF act: 7; FadD28 binding: -3.1

Molecule: CCC(CC)c1nnc(NC(=O)C2CCN(C(=O)c3ccco3)CC2)s1
  BoNT-F LC inh: 25; UGM FP inh: -2.1; GDH-TPI counter: -1; FBA Mtb inh: 1; Mtb BioA inh: ·; PrPC surface inh: -1; Rv3671c protease: -1; MazEF act: -21; FadD28 binding: -3.4

# The listing picks up; the 5 compounds before the break are reprinted first.
SMILES,BoNT-F LC inh,UGM FP inh,GDH-TPI counter,FBA Mtb inh,Mtb BioA inh,PrPC surface inh,Rv3671c protease,MazEF act,FadD28 binding
N#Cc1ccc(CSc2nnc(NC(=O)C3CC(=O)N(c4ccc5c(c4)OCCO5)C3)s2)cc1 (stereo not given),2,-0.6,1,-3,·,·,-4,4,1.8
O=C(COc1ccccc1Cl)Nc1ccc(C(=O)O)cc1NC(=O)COc1ccccc1Cl,·,-0.2,8,5,0.2,1,-7,-1,-1.6
CCOC(=O)CC1=CCc2c1ccc(OC)c2OC,10,·,11,2,·,-7,·,10,-0.5
COc1ccc(NC(=O)C2CCN(S(=O)(=O)c3cccc4cccnc34)CC2)cc1OC,-3,-0.1,2,-1,0.9,8,7,·,-1.5
CC(C)C(NC(=O)c1ccc(S(=O)(=O)N2CCOCC2)cc1)c1nc2ccccc2[nH]1 (stereo not given),-3,0.0,-6,-2,1.8,10,-1,-6,1.6
CN1CCC(N(C)C(=O)c2ccc(Cl)c(S(=O)(=O)N3CCOCC3)c2)CC1,-2,·,0,0,-3.9,2,·,0,-3.3
Cc1cc(C)c(NC(=O)CN2C(=O)NC3(CCc4ccccc43)C2=O)c(Cl)c1 (stereo not given),-4,6.4,-5,-1,0.9,3,-2,4,-0.1
Fc1ccc(NC(=S)N2CCOCC2)cc1Cl,5,1.5,1,-1,2.1,-1,0,4,-1.2
CC(C)CN(C(=O)CC1OC(=O)c2ccccc21)c1c(N)n(Cc2ccccc2)c(=O)[nH]c1=O (stereo not given),4,-1.2,8,1,·,-3,-3,0,-0.9
Cc1cccc(CCN2C(Nc3ccccc3)=NC[C@@H]2CC(C)C)c1,-9,3.2,1,1,-1.5,12,-6,1,-4.4
COc1ccc(Cn2nnnc2C(c2cc3ccc(OC)cc3[nH]c2=O)N2CCC(C)CC2)cc1 (stereo not given),-3,1.4,3,6,·,0,-12,-3,-2.5
Cc1cc(-n2cnc(-c3cn(C)nc3C)n2)no1,?,0.9,6,1,-0.8,11,2,-13,-2.4
Cc1cc(=O)n2nc(N3CCCC(C(=O)N4CCc5ccccc54)C3)sc2n1 (stereo not given),-9,-0.4,4,1,1.8,·,3,0,-1.1
N/C(=N\OC(=O)c1cccc2ccccc12)c1ccccn1,?,0.0,19,15,-2.3,-1,2,-1,-3.4
O=C(COc1ncnc2ccccc12)NC1CCCC1,4,2.1,10,3,-0.6,-6,7,-1,-1.3
CN(C)CCCN1C(=O)c2oc3ccccc3c(=O)c2C1c1cccs1 (stereo not given),7,0.2,3,2,17,-3,0,2,-2.6
CCC(CC)C(=O)Nc1c2c(nn1-c1ccc(OC)cc1)CS(=O)(=O)C2,12,-0.6,-6,2,-3.0,·,3,0,-2.4

# Some entries already given with just BoNT-F LC inh, GDH-TPI counter and MazEF act.
Compound	BoNT-F LC inh	GDH-TPI counter	MazEF act
Cc1cc(=O)n2nc(N3CCCC(C(=O)N4CCc5ccccc54)C3)sc2n1 (stereo not given)	-9	4	0
N/C(=N\OC(=O)c1cccc2ccccc12)c1ccccn1	?	19	-1
O=C(COc1ncnc2ccccc12)NC1CCCC1	4	10	-1
CN(C)CCCN1C(=O)c2oc3ccccc3c(=O)c2C1c1cccs1 (stereo not given)	7	3	2

# Next part:
SMILES,BoNT-F LC inh,UGM FP inh,GDH-TPI counter,FBA Mtb inh,Mtb BioA inh,PrPC surface inh,Rv3671c protease,MazEF act,FadD28 binding
Cc1cc(C)[n+](-c2ccc(Oc3ccccc3)c(S(=O)(=O)[O-])c2)[nH]1,-10,2.0,-3,1,·,5,6,9,1.0
COc1ccc(CN2CC=C(c3ccc(F)cc3)CC2)cc1Br,?,2.0,10,1,-2.5,4,·,-8,0.2
C=CCn1c(SCC(=O)Nc2ccccc2C)nnc1-c1ccncc1,-3,-0.2,-4,6,4.5,-6,-1,1,-2.5
CCN(CC)c1nc2ccccc2c(N)c1-c1ccccc1,-4,4.0,4,-1,20,21,-3,0,-0.8
O=C(O)CCC(=O)Nc1ccc(C(=O)OC2CCCCC2)cc1,4,-0.4,10,-1,-0.8,8,-2,3,-3.1
CC(=O)N(CCOc1ccccc1)CCOc1ccccc1,-4,2.9,-5,1,·,2,0,3,-1.3
O=C(CCc1ccccc1)Nc1nnc(-c2ccc3c(c2)CCCC3)o1,-9,0.0,7,6,-0.6,-8,2,4,-1.2
COc1ccc(F)cc1C(=O)C1CCCN(Cc2ccc(O)cc2)C1 (stereo not given),-6,-2.5,4,3,-1.0,2,-1,7,0.2
CCC1CCc2sc(C(=O)N(C)CC(=O)Nc3ccc(N4CCOCC4)cc3)cc2C1 (stereo not given),·,1.8,-7,0,0.5,2,3,2,-2.7

# Screens from PubChem BioAssay.
